UBC9 SUMO inh: SUMOylation inhibition; P63279; HTRF SUMOylation assay, SAE1/SAE2 + UBC9, in vitro; inhibition, % at 35 µM; 290,000 compounds, 0.36% hits; AID 2006; in the data active = inhibition above about 50%, passing the limit was not always enough; also: strong numbers were not always called active
Target sequence (P63279 whole entry, looked up): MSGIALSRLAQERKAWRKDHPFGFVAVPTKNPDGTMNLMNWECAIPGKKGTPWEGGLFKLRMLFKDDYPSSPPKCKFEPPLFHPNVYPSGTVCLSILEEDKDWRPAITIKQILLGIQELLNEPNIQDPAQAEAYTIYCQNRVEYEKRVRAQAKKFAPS
IMP-1 inh: blocks Pseudomonas aeruginosa IMP-1 metallo-beta-lactamase; purified IMP-1, nitrocefin hydrolysis, epi-absorbance fluorescence; inhibition, % at 5.6 µM; 290,000 compounds, 0.45% hits; AID 1556;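 active = inhibition above the mean plus 3 SD of all compounds in the same screening run, cut at about 4.5% in these data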;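 also: 0% = IMP-1 with DMSO and 100% = DMSO wells lacking enzyme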
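System – purified recombinant IMP-1 beta-lactamase · Input – IMP-1 dispensed at 0.2 nM · Timing – 15 min preincubation plus 25 min reaction at 25 °C · Signal – Epi-absorbance fluorescence, 480 nm excitation, 530 nm emission · Measure – percent IMP-1 inhibition derived from blank-referenced optical density · Controls – Enzyme-plus-DMSO low control, enzyme-free DMSO high control · Replication – singlicate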
PfM18AAP inh: blocks P. falciparum M18 aspartyl aminopeptidase; 290,000 compounds, 1.2% hits; inhibition, % at 7.35 µM; recombinant PfM18AAP, H-Glu-NHMec fluorogenic cleavage;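 active = inhibition above the campaign mean inhibition over all tested compounds plus 3 SD, cut at about 28% in these data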;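 also: 0% = plate median of test compound wells and 100% = 2 mM ZnCl2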
IDE inh: cellular human IDE inhibition; P14735; HEK cells, FAbetaB cleavage, fluorescence polarization; inhibition, % at 5.59 µM; 320,000 compounds, 0.41% hits;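 active = percent inhibition above the average of all tested compounds plus 3 SD, set per screening campaign, cut at about 16% in these data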;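 also: IDE supplied by intact live HEK cells; FP after avidin binding of uncleaved biotin substrate so inhibition keeps polarization high; 0% = DMSO wells and 100% = 60 µM reference IDE inhibitor Ii1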
IDE cell activ: IDE (human) activation, cell-based. P14735. HEK cells, FAbeta-B cleavage, fluorescence polarization; 0% vehicle, 100% cell-free pure enzyme wells. activation, % at 5.96 µM. 340,000 compounds, 0.073% hits;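 active = activation above the mean of all tested compounds plus 3 SD, set per screening campaign, cut at about 17% in these data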
VIM-2 inhibitor: inhibitors of Pseudomonas aeruginosa VIM-2 metallo-beta-lactamase | inhibition, % at 5.6 µM | AID 1527 | 290,000 compounds, 0.89% hits | purified VIM-2, nitrocefin hydrolysis, epi-absorbance fluorescence;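 active = inhibition above the mean of all tested compounds plus 3 SD, cutoff set per screening run, cut at about 7.5% in these data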;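 also: red hydrolysis product quenches plate fluorescence so inhibitors raise well fluorescence; 0% = enzyme with DMSO and 100% = DMSO without enzyme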
pCIP destab: compounds decreasing mouse p/CIP protein stability; AID 1984; 290,000 compounds, 0.01% hits; F442A p/CIP-EGFP cells, EGFP fluorescence, 16 h; decrease of EGFP signal, % at 10 µM;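 active = EGFP signal decrease of at least 30% at 10 µM or well 3 SD below plate mean, unless failing retest; inactive = the rest, including hits failing retest or dose response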; also: some compounds called inactive have numbers as strong as hits; many of its hits are not listed in these tables
FID counter: fluorescent intercalator displacement, NS3 helicase counter-screen. DNA fluorescent intercalator displacement, fluorescence. inhibition, % at 7.9 µM. 290,000 compounds, 0.17% hits; in the data active = inhibition above about 37%;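 also: 0% = vehicle and 100% = reference compound; higher means more ethidium bromide displaced from hairpin DNA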
HCV NS3 hel inh: HCV NS3 helicase inhibition; 290,000 compounds, 0.56% hits; AID 1800; NS3 helicase DNA unwinding, Cy5 molecular beacon fluorescence; inhibition, % at 10.9 µM;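 active = inhibition above the mean of all tested compounds plus 3 SD, set per campaign, cut at about 35% in these data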;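 also: 0% = DMSO wells and 100% = thioflavine S control wells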
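System: Hepatitis C virus NS3 helicase domain fragment enzyme | Reagent: Annealed dual-labelled DNA beacon duplex, ATP-started | Compound dosing: 10.9 µM single point, 0.8% DMSO | Incubation: 1 h reaction at 25 °C, ATP-initiated | Technique: Cy5 fluorescence | Evaluation: Percent inhibition from t60/t0 fluorescence ratio | Benchmarks: Low DMSO, high thioflavine S at 110 µM | Replication: Singlicate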
* = called active by the depositor; / = no result given. Rows are unselected; any-hit rate near 3.6%.

The line under a structure holds: UBC9 SUMO inh | IMP-1 inh | PfM18AAP inh | IDE inh | IDE cell activ | VIM-2 inhibitor | pCIP destab | FID counter | HCV NS3 hel inh
CN1CCN(NC(=S)NC(C)(C)CC(C)(C)C)CC1
  7.1 | -2.6 | -2.7 | -0.1 | -0.5 | -3.4 | 0.0 | 8.8 | -10.2
COCCN(Cc1cn(C)nc1-c1ccccc1F)C(C)C
  7.9 | -0.3 | -6.2 | 0.1 | 2.6 | 0.5 | -11.3 | -3.7 | -8.0
Cc1ccccc1CSc1nnc(-c2cccs2)n1Cc1ccco1
  3.1 | -2.3 | 4.2 | -6.8 | 0.3 | -3.5 | -7.5 | -32.6 | -15.6
CCC(=O)N1CCN(c2ccccc2NC(=O)c2ccc(-c3cccc([N+](=O)[O-])c3)o2)CC1
  -1.7 | -3.9 | 0.6 | 0.6 | -5.0 | -1.0 | -3.9 | -15.2 | 9.3
Cc1ccc2c(Cl)cc(Cl)c(OCC(=O)NC(=O)NCc3ccco3)c2n1
  12.2 | -3.4 | 2.1 | 3.0 | -2.1 | -2.7 | -1.5 | -5.7 | 1.1
COc1ccc(CNc2ncc(-c3ccc(Br)cc3)n2C)cc1OC
  4.5 | -3.5 | 5.3 | / | -2.2 | -2.9 | -4.0 | 7.6 | 3.5
N#Cc1cnc(SCC(=O)c2ccccc2)nc1N
  13.0 | -1.8 | -44.6 | 5.8 | 0.0 | -2.8 | -9.9 | -5.7 | 2.7
C[C@H]1CCC(=O)N([C@H](CN=[N+]=[N-])Cc2ccccc2)CC1
  12.5 | -1.6 | -0.2 | -2.0 | 5.2 | 1.3 | 0.7 | -16.9 | -29.0
N#C/C(=C\c1cc([N+](=O)[O-])ccc1Cl)C(N)=O
  9.6 | -3.9 | 8.0 | 4.5 | 1.1 | -1.5 | 9.1 | 0.2 | -1.5
O=C(NCc1ccccc1)c1cccc(COc2ccc(Cl)cc2)c1
  23.1 | -0.7 | -0.3 | -0.1 | 1.9 | -2.4 | -13.4 | -4.3 | -9.6

As entered above.
`CCC(=O)N1CCN(c2ccccc2NC(=O)c2ccc(-c3cccc([N+](=O)[O-])c3)o2)CC1` in PfM18AAP inh reads 0.6
`Cc1ccccc1CSc1nnc(-c2cccs2)n1Cc1ccco1` in FID counter reads -32.6
`N#C/C(=C\c1cc([N+](=O)[O-])ccc1Cl)C(N)=O` in UBC9 SUMO inh reads 9.6

(listing goes on)
The line under a structure holds: UBC9 SUMO inh | IMP-1 inh | PfM18AAP inh | IDE inh | IDE cell activ | VIM-2 inhibitor | pCIP destab | FID counter | HCV NS3 hel inh
CN(c1ccc(C(=O)Nc2ccccc2C(F)(F)F)cc1)S(C)(=O)=O
  26.3 | -5.8 | 17.8 | -0.4 | 0.1 | 0.9 | -12.7 | -3.8 | 0.0
Cc1ccc(NC(=O)c2ccc(NCCN)c([N+](=O)[O-])c2)cc1
  -15.8 | -3.1 | -2.6 | 1.8 | -1.9 | -0.3 | 10.4 | 14.6 | -21.3
CC1(C)CC(=O)C2=C(C1)c1c(ccc3ccccc13)NC2c1ccco1 (configuration not stated)
  25.4 | -5.3 | 5.9 | -2.2 | -1.0 | -0.1 | -4.4 | -4.3 | -16.5
OCC1(Cc2ccccc2)CCN(Cc2ccccn2)CC1
  17.9 | -3.5 | 3.3 | 3.1 | 3.6 | -3.2 | -6.4 | 6.3 | 1.5
COc1ccc(Cn2cccc(NC(=O)Nc3cccc(C#N)c3)c2=O)cc1
  4.6 | -3.6 | -1.9 | 2.9 | 4.2 | -3.1 | -3.4 | -12.3 | -9.0
Clc1cccc(-c2ccnc3nc(-n4cccc4)nn23)c1
  21.8 | -2.2 | -0.2 | 6.0 | -1.0 | -0.7 | 2.7 | -0.6 | 3.2
CCOC(=O)c1ccc2c(c1)nc(-c1ccccn1)n2CC
  15.7 | 0.8 | -12.2 | -1.0 | -2.6 | -0.9 | -14.6 | -18.2 | 36.5*
Cn1cc([N+](=O)[O-])c(C(=O)N2CCN(Cc3ccc4c(c3)OCO4)CC2)n1
  -9.3 | -4.7 | 9.2 | -0.3 | -0.2 | -3.0 | -27.3 | -5.9 | 14.0
COc1ccc(OC)c(NC(=O)CCCN2C(=S)NC(C)(C)CC2C)c1 (configuration not stated)
  6.6 | -0.3 | -4.6 | 4.5 | 5.1 | 0.6 | -1.0 | -9.4 | -7.8
COc1ccc(-c2csc(Nc3cccnc3)n2)cc1
  4.7 | -2.1 | 10.9 | 5.4 | 2.1 | 1.6 | -36.7 | -4.1 | -10.8
COc1ccc(NC(=O)c2c(NC(=O)CNCc3ccco3)sc3c2CCC3)c(OC)c1
  9.9 | -4.4 | 7.5 | 3.9 | 6.4 | -4.7 | 4.1 | -8.4 | 2.7
CCn1cc(C(c2ccccc2)C(C(C)=O)[N+](=O)[O-])c2ccccc21 (configuration not stated)
  -18.5 | -3.2 | 4.8 | 5.7 | 0.2 | -1.3 | -5.1 | -7.1 | -0.2
Fc1ccccc1NC(=S)N1CCOCC1
  4.0 | -1.4 | 0.9 | 6.7 | 0.1 | -1.2 | -35.8 | -1.4 | 4.3
O=C(CN(Cc1ccccc1)C(=O)CNS(=O)(=O)c1ccccc1)NCc1ccco1
  -1.6 | -4.0 | -0.9 | 0.6 | -5.1 | -2.4 | -3.6 | -22.4 | 2.0
O=c1c2c(-c3ccccc3)csc2ncn1/N=C/c1ccc(O)c([N+](=O)[O-])c1
  -2.6 | -1.7 | -2.4 | 2.2 | -5.4 | -0.5 | 9.0 | -1.7 | 8.1
COc1cc(/C=C2/NC(=O)NC2=O)ccc1OCC(=O)Nc1ccc(F)cc1
  -40.0 | -4.3 | 2.0 | 8.8 | -0.4 | -2.1 | -6.5 | -17.7 | 13.8
C(=C\c1ccccc1)/C=N/Nc1ccc2nncn2n1
  -17.9 | -0.5 | 19.5 | 0.7 | / | -0.4 | -1.8 | -4.7 | 44.2*
C=CCc1ccc(OCCOc2ccc(/C=N/n3cnnc3)cc2OCC)c(OC)c1
  1.6 | -2.8 | 2.5 | 4.9 | 6.2 | -2.1 | 1.4 | -25.1 | -2.5
CS(=O)(=O)N1CCN(C/C=C/c2ccccc2)CC1
  -2.6 | -4.4 | 1.1 | 0.1 | 5.0 | -1.1 | -3.8 | 1.3 | 0.8
COc1cccc(-n2c(SCC(=O)Nc3nccs3)nnc2-c2ccoc2C)c1
  0.5 | -2.5 | 7.1 | 7.0 | 0.2 | -2.8 | 0.2 | -32.1 | 1.7
COc1ccc(CNC(=O)C(c2ccncc2)N(C(=O)Cc2cccs2)c2ccccc2C)cc1 (configuration not stated)
  -5.4 | 0.0 | -10.3 | 8.4 | 4.0 | 0.1 | 2.6 | -17.6 | -6.7
CCCCc1nnc(SCC(=O)NC2CCCCC2)n1C
  8.1 | -3.1 | -8.4 | 2.2 | 1.9 | -3.6 | -22.3 | -11.1 | 0.7
COc1cccc(/C=N/NC(=O)CCc2c(C)n[nH]c2C)c1O
  18.6 | -2.0 | 9.7 | -3.5 | 0.7 | -4.3 | -14.6 | -5.8 | 14.6
Cc1nc2cc3c(cc2s1)OCO3
  21.3 | 0.9 | -11.2 | 15.8 | 6.3 | -2.8 | -13.2 | -1.9 | -7.9
Cc1ccc(C)c(N2CCN(C(=O)c3ccc4nc(N5CCOCC5)sc4c3)CC2)c1
  -5.2 | -1.8 | 6.6 | 1.3 | -13.9 | 1.4 | -15.3 | -40.9 | -6.5
COC(=O)c1ccc(-n2cnc(Cl)n2)c(F)c1
  5.3 | -1.8 | 0.4 | 2.2 | 8.2 | -0.4 | 2.6 | -4.3 | 3.7
CSCCOC(=O)C1=C(C)NC(=O)CC1c1ccccc1Cl (configuration not stated)
  -16.7 | 1.2 | 0.9 | -6.8 | -4.1 | -1.4 | -2.4 | -14.3 | -9.7
O=C(c1ccco1)N1N=C(c2cccs2)CC1c1ccc(F)cc1 (configuration not stated)
  1.9 | 0.8 | -2.4 | 2.9 | -1.0 | -2.3 | 3.2 | -14.7 | -6.8
Oc1ccc(CNc2ccccc2)c2cccnc12
  -36.3 | -1.2 | -2.1 | 4.4 | -0.3 | -2.2 | -0.7 | 1.7 | -1.1
CSc1cccc(NC(=S)N(CCCN2CCCC2)Cc2cccn2Cc2ccc(Cl)cc2)c1
  -14.1 | -1.2 | 6.9 | 15.3 | -4.3 | -5.7 | -8.0 | 23.3 | -95.2
CCCOc1ccc2cc(C(=O)NCc3ccccc3)c(=O)oc2c1
  13.0 | -2.7 | 5.1 | 2.0 | 1.6 | -1.9 | -25.3 | -15.6 | -0.8
c1ccc2c(c1)N1CCN=C1N2CCN1CCCCC1
  3.5 | -2.6 | -1.3 | -0.6 | -4.3 | -4.8 | -1.9 | 2.9 | -0.9
CCCCC(=O)Nc1ccc2c(c1)nc(CCN1CCOCC1)n2C
  -2.9 | -4.8 | 2.5 | 5.9 | -0.6 | -2.5 | -9.8 | -2.7 | -2.7
COCCn1c(CN2CCN(c3ccc(F)cc3)CC2)nc2c1c(=O)n(C)c(=O)n2C
  5.1 | -1.5 | 0.9 | / | / | -2.2 | -3.2 | -27.4 | -4.7
COc1ccc(N(C(=O)/C=C/c2ccccc2)C2=CC3CCC(C2)N3C)cc1 (configuration not stated)
  -9.6 | -2.8 | 5.8 | 0.3 | 3.2 | -1.9 | -12.8 | 24.4 | -48.6
CC1(C)CC(=O)c2c(nn(-c3ccccc3)c2N)C1
  -8.4 | 1.9 | -17.2 | -3.9 | 4.2 | 2.1 | 10.3 | -4.0 | -1.4
Cc1cc(=O)n2nc(N3CCC(C(=O)NCc4cccc(Cl)c4)CC3)sc2n1
  10.8 | -2.1 | -6.1 | 0.2 | 3.6 | -5.1 | 8.9 | -35.6 | -2.9
Cc1ccc(Cn2ncc3c(NCCCN(C)C)ncnc32)cc1
  3.7 | -4.2 | -2.9 | -3.5 | 3.4 | -4.0 | -5.5 | 7.3 | -34.1

Reprinted at random: 5 compounds from above.
The line under a structure holds: UBC9 SUMO inh | IMP-1 inh | PfM18AAP inh | IDE inh | IDE cell activ | VIM-2 inhibitor | pCIP destab | FID counter | HCV NS3 hel inh
O=C(c1ccco1)N1N=C(c2cccs2)CC1c1ccc(F)cc1 (configuration not stated)
  1.9 | 0.8 | -2.4 | 2.9 | -1.0 | -2.3 | 3.2 | -14.7 | -6.8
CN1CCN(NC(=S)NC(C)(C)CC(C)(C)C)CC1
  7.1 | -2.6 | -2.7 | -0.1 | -0.5 | -3.4 | 0.0 | 8.8 | -10.2
COc1ccc(-c2csc(Nc3cccnc3)n2)cc1
  4.7 | -2.1 | 10.9 | 5.4 | 2.1 | 1.6 | -36.7 | -4.1 | -10.8
COc1ccc(N(C(=O)/C=C/c2ccccc2)C2=CC3CCC(C2)N3C)cc1 (configuration not stated)
  -9.6 | -2.8 | 5.8 | 0.3 | 3.2 | -1.9 | -12.8 | 24.4 | -48.6
Cc1ccc2c(Cl)cc(Cl)c(OCC(=O)NC(=O)NCc3ccco3)c2n1
  12.2 | -3.4 | 2.1 | 3.0 | -2.1 | -2.7 | -1.5 | -5.7 | 1.1
